MKP-3 inhibition: MKP-3 phosphatase inhibitors, primary screen, biochemical, rat enzyme, in vitro (AID 425). recombinant MKP-3 phosphatase activity, fluorescence; higher % means a stronger effect. inhibition, % at 20 µM; hits with a dose series show IC50 in µM. hit rate 0.17% among 110,000; in the data active means inhibition above about 50%;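 further: plate controls were vehicle for no effect and reference inhibitor for full effect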
Hsp70 inhibitors: Hsp70 inhibitors, probe displacement, primary screen, biochemical, fluorescence polarization (AID 583); hit rate 0.06% among 140,000; displacement, % at 20 µM; hits with a dose series show IC50 in µM; Hsp70 fluorescence polarization probe displacement, mP; higher % means a stronger effect; in the data active means displacement above about 50%;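 further: plate controls were vehicle for no effect and reference ligand for full effect; a part of the inactive calls stands beside numbers as strong as those of hits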
* = called active by the depositor; · = not tested or not shown; & = joins results of further samples.

Each structure is followed by: MKP-3 inhibition, Hsp70 inhibitors
CCOC(=O)c1nnn(CC(=O)Nc2cccc(OC)c2)c1C(=O)OCC
  -2.6%, 1.1%
O=C(NC1CCCC1)c1cc(-c2ccc(Cl)cc2)nc2ccccc12
  1.1%, -2.5%
Cc1ccc2c(c1)c1c3n2CCN=C3CCC1
  -0.1%, 1.9%
CS(=O)(=O)NCCSCc1ccccc1
  -10.5%, 5.7%
Cc1ccc(C(=O)C[n+]2cc(-c3ccccc3)n3c2CCCCC3)cc1
  0.9%, 6.6%
O=C1c2ccccc2NC(c2ccccc2F)N1Cc1ccco1 (stereo not drawn)
  4.8%, 4.0%
CCN(CC)S(=O)(=O)c1ccc(C(=O)Nc2sc3c(c2C(N)=O)CCCC3)cc1
  -0.5%, 2.1%
O=C(Nc1ccc(Cc2ccncc2)cc1)c1cccc(C(=O)Nc2ccc(Cc3ccncc3)cc2)c1
  -1.7%, -2.2%
CCCCCCc1nc2ccccc2c(=O)n1NC(=O)c1c(O)c2c(n(CC(C)C)c1=O)CCCC2
  ·, 6.9%
Cc1cccc(N(CC(=O)Nc2c(C)n(C)n(-c3ccccc3)c2=O)S(C)(=O)=O)c1
  2.8%, 6.6%
CCCCn1c(O)c(C2=c3cc(Br)ccc3=NC2=O)sc1=S
  1.5%, -4.0%
O=C(c1ccccc1)N1CCN(C(=O)c2ccccc2)C1
  3.1%, -0.4%
NC(Cc1ccc2nonc2c1)C(=O)O (stereo not drawn)
  -7.3%, 0.3%
COC(=O)C1=NN(C(C)=O)C(O)(c2ccccc2)C1 (stereo not drawn)
  0.7%, 6.1%
CCOC(=O)Cn1nc(CC)c2ccccc2c1=O
  ·, 1.4%
CCOc1ccc(C2CC(c3cccc(OC)c3)n3nc(N)nc3N2)cc1 (stereo not drawn)
  -2.0%, 7.9%
C=CCN1C(=O)/C(=C\c2ccc(OCc3ccccc3Cl)cc2)SC1=S
  0.4%, 56.5%*
N#CC1=C(O)CCCn2c1nc1ccccc1c2=O
  -5.6%, 5.5%
CCOC(=O)CSc1nc(N)c2c3c(sc2n1)CCCC3
  -13.6%, 0.4%
Cc1cccc(NC(=O)c2ccc(OCC(C)C)cc2)c1
  1.0%, 3.1%
CC1CCN(c2cc(N3CCN(C(=O)c4ccc(F)c(F)c4)CC3)c([N+](=O)[O-])cc2F)CC1
  6.9%, 0.6%
O=C(CSc1c2c(nc3ccc(Cl)cc13)CCCC2)N1CCN(C(=O)c2ccco2)CC1
  5.5%, 0.8%
CC1=C(C(=O)OCCc2ccccc2)C(c2ccccc2OCc2ccccc2)CC(=O)N1 (stereo not drawn)
  3.3%, 0.6%
CC(C)CNC(=O)c1ccccc1NC(=O)CSCc1ccccc1
  -0.5%, -0.3%&6.5%
O=C(NC(=S)N1CCOCC1)c1ccc(Br)cc1
  -0.7%, 5.8%
CCOc1cccc(-c2cc(=O)[nH][nH]2)c1
  -2.7%, -0.2%
CCOc1ccc(N2C(=O)S/C(=C\c3ccc(OC)cc3)C2=O)cc1
  3.1%, -0.9%
CC1=CC(=O)C=C/C1=N\OS(=O)(=O)c1ccccc1
  8.7%, 7.5%
CCOC(=O)c1ccc(NC2=CC(=O)C(=O)c3ccccc32)cc1
  ·, 21.6%
COc1ccc(-n2nnc3c(=O)n(CC(=O)N4CCCC4)cnc32)cc1
  -3.8%, 4.0%
COc1ccccc1/C=C1/SC(=O)N(CNc2ccc(F)cc2)C1=O
  -0.7%, 5.0%
O=C(O)c1cc(NCc2ccccc2C(F)(F)F)ccc1N1CCOCC1
  -6.4%, -2.9%
CCOc1ccc(OCC)c(S(=O)(=O)NCc2ccccn2)c1
  ·, 1.9%
COc1cccc(CNC(=O)C2CCN(S(=O)(=O)c3cccs3)CC2)c1
  ·, -5.0%
CCOC(=O)c1c(O)c2c(n(Cc3ccco3)c1=O)CCCC2
  -3.5%, -0.3%
COc1ccc(N2C(=O)NC(=O)/C(=C\c3cc(OC)c(OC)cc3OC)C2=O)cc1
  2.1%, -14.2%
Cn1c(=O)[nH]c(=O)c2c1nc1n2CCCN1CCc1ccccc1
  -10.2%, 1.1%
COC(=O)c1cnn2c(C(F)(F)F)cc(-c3ccc(F)cc3)nc12
  -8.4%, 1.2%
N/C(=N\OC(=O)c1ccc(I)cc1)c1ccncc1
  -1.2%, 1.1%
O=c1cc(-c2ccccc2)nc2cc(-c3cccs3)[nH]n12
  1.7%, -2.8%
Cc1ccc(C(=O)O)cc1-n1c(C)ccc1C
  59.0%*, 67.8%*
C=CCn1c(SCCCc2ccccc2)nc2c1c(=O)[nH]c(=O)n2C
  -2.6%, 3.2%
Cc1ccc(N2CC(C(=O)Nc3ccccc3)CC2=O)cc1 (stereo not drawn)
  0.1%, 3.2%
CCn1c(C)cc(=S)c2ccccc21
  -2.0%, 5.6%
CN(C)C(=O)c1ccc(NC(=O)c2cncc(Br)c2)cc1
  -6.6%, -3.4%
Oc1c(CN2CCN(c3ccc(F)cc3)CC2)cc(Cl)c2cccnc12
  ·, -11.2%
Cc1ccc(C2CC(c3ccc(Cl)cc3)=NNC2=O)cc1 (stereo not drawn)
  ·, -4.2%
Cc1ccc(SCc2[nH]nc3c2C2(C(=O)N(C)c4ccccc42)C(C#N)=C(N)O3)cc1 (stereo not drawn)
  -5.0%, -2.5%
COc1ccc(-n2ncc3c(NCc4ccco4)ncnc32)cc1
  -1.0%, -7.2%
N#CCSc1nc2ccc(N3CCCCC3)cc2c(=O)n1Cc1ccccc1
  0.6%, -3.6%

The listing continues:
Each structure is followed by: MKP-3 inhibition, Hsp70 inhibitors
Cc1cc(NC(=O)c2c(F)cccc2F)n(-c2nc3ccccc3[nH]2)n1
  ·, -4.4%
Cc1ccc(S(=O)(=O)N2CCCC2C(=O)NCCc2nc3ccccc3[nH]2)cc1 (stereo not drawn)
  ·, 3.3%
COC(=O)c1ccc(NC(=O)c2ccc(OC)cc2)cc1
  -3.9%, 7.3%
NC(=O)c1cccn1Cc1cccc(Cl)c1
  ·, 0.2%
O=C1C=C/C(=N\S(=O)(=O)c2ccccc2)C=C1Cl
  5.0%, 3.0%
Cc1cc(NC(=O)c2noc3c2CCCCC3)no1
  -2.8%, 0.3%
CCOC(=O)C(NS(=O)(=O)c1ccc(Br)cc1)C(C)C (stereo not drawn)
  -4.5%, 1.0%
COc1c(Br)cc(Br)cc1/C=N/Nc1nc(N2CCOCC2)nc(N2CCOCC2)n1
  -0.2%, -4.5%
CCc1nnc(NC(=O)CCC(=O)N2CCN(Cc3ccc(Cl)cc3)CC2)s1
  -0.2%, 4.6%
O=C1c2ccccc2C(=O)N1/N=C/c1c(O)ccc2ccccc12
  -4.3%, 1.0%
CCOC(=O)N1CCN(C(=O)CCc2nc3sc4c(c3c(=O)[nH]2)CCCC4)CC1
  5.4%, -5.9%
CC1(C)Cc2ccccc2/C(=C/C(=O)Nc2ccc([N+](=O)[O-])cc2)N1
  0.1%, 4.4%
COc1ccc(Cl)cc1-c1nc(-c2ccncc2)no1
  -3.5%, -2.3%
Cc1cc(=O)n(-c2ccc(O)cc2)[nH]1
  -7.5%, -2.0%
C=CCc1cccc(/C=N/NC(=O)CCC2C(=O)NN=C2C)c1O (stereo not drawn)
  2.5%, -4.3%
O=C(c1cccc(F)c1)N1CCN(S(=O)(=O)c2ccc(C(F)(F)F)cc2)CC1
  -12.3%, -0.3%
O=C1NC(=S)SC1=C1CCCC1
  ·, 7.2%
CCOC(=O)N1CCC(N2Cc3cccc(C(=O)NCc4ccccc4OC)c3C2=O)CC1
  -1.6%, -0.5%
Cc1[nH]n2c(=O)cc(Cc3ccccc3)nc2c1C#N
  -3.2%, 5.9%
COc1cccc(CN=CC2=C(O)CC(C)(C)CC2=O)c1OC
  -1.3%, -2.5%
Fc1ccc(-c2noc(-c3ccc(Br)cc3)n2)cc1
  1.7%, -0.5%
COc1ccc(-c2nc(NC(=O)C3CCN(c4nc5ccccc5o4)CC3)sc2C)cc1
  -11.6%, 3.9%
O=C(Nc1nccs1)c1ccc(Cl)c(S(=O)(=O)N2CCOCC2)c1
  1.5%, 0.7%
CC1(C)Cc2c(sc3nc(-c4cc5ccccc5o4)n(N)c(=O)c23)CO1
  0.7%, 0.4%
O=C(CCc1ccccc1)Nc1cccc(I)c1
  4.4%, 2.2%
CCOC(=O)C1=C(C)N=c2s/c(=C\c3cc4c(cc3Cl)OCO4)c(=O)n2C1c1cccc(OC)c1 (stereo not drawn)
  3.5%, 0.0%
O=C(O)CCc1ccc(-c2cccs2)o1
  0.2%, 0.6%
Cc1cccc(C)c1NC(=O)CSc1nnc(NC(=O)CN2CCOCC2)s1
  -0.1%, -1.4%&2.7%
COc1cccc(N2C(=O)C(c3ccccc3)=C(c3nc4ccccc4s3)C2NC(C)=O)c1 (stereo not drawn)
  ·, -2.3%
CCCNC(=S)N1CCC(NC(=O)C23CC4CC(CC(C4)C2)C3)CC1
  ·, -3.9%
O=C(CN1CCC(C(=O)c2ccc3c(c2)OCCO3)CC1)NC1CCCC1
  -6.6%, -5.8%
COC(CNC(=O)Cn1ncc2ccsc2c1=O)OC
  ·, -1.6%
CCCC(C)C(=O)N(Cc1ccccc1)c1ccccn1 (stereo not drawn)
  ·, 1.5%
O=C(Nc1ccc2c(c1)N(Cc1ccccc1)C(=O)c1ccccc1S2)NC1CC1
  ·, 1.9%
COc1ccc(-c2nnc(SCCC(=O)O)n2C)cc1OC
  -1.3%, -6.1%
Cc1sc2nc(SC/C=C/c3ccccc3)[nH]c(=O)c2c1C
  3.3%, 0.0%
CC1CCN(CCNC(=O)c2ccc(NC(=O)C3CCCO3)cc2)CC1 (stereo not drawn)
  4.8%, -1.7%
COc1ccc(OC)c(C(=O)COC(=O)c2ccccc2O)c1
  -2.0%, -4.8%
N#Cc1c(N)nc2cc(N)ccc2c1-c1ccc(O)cc1
  0.2%, 3.9%
O=C(N/N=C/c1cccc([N+](=O)[O-])c1)C(Oc1ccccc1)Oc1ccccc1
  0.8%, -1.9%
c1ccc(Cn2nnc3c(N4CCC5(CC4)OCCO5)ncnc32)cc1
  -4.8%, 3.6%
Cc1nn(CC(=O)Nc2cccnc2N2CCOCC2)c(=O)c2ccccc12
  9.2%, -0.2%
O=C1COc2ccc(C(=O)c3ccccc3C(=O)NCc3ccccc3)cc2N1
  ·, 9.6%
CN1c2ccccc2C(C)(C)C12CCCC(=O)N2 (stereo not drawn)
  -8.3%, 2.0%
O=C(CCCc1nc(-c2ccccc2)no1)N1CCOCC1
  0.4%, -6.3%
O=C(CSc1nc(-c2ccc(F)cc2)cc(C(F)(F)F)n1)NCCN1CCOCC1
  ·, -4.9%
CN1C[N+]([O-])=C(c2ccccc2)C1(C)C
  -5.8%&-0.3%, 3.0%&-0.2%
COc1ccc(C2/C(=C(/O)c3ccccc3)C(=O)C(=O)N2c2cccc(C)c2)cc1 (stereo not drawn)
  0.0%, -4.2%
COc1cc(OC)c([N+](=O)[O-])cc1/C=C1\C=C(c2ccc(Cl)cc2)OC1=O
  5.9%, 4.6%
O=C(Cc1c(F)cccc1Cl)N1CCCC1
  -1.1%, 9.1%

(continued)
Each structure is followed by: MKP-3 inhibition, Hsp70 inhibitors
O=C(CSCC(=O)c1ccc([N+](=O)[O-])cc1)Nc1ccc2ccccc2c1
  4.8%, -1.8%
CC(=O)c1cccc(N2C(=O)C3C4C=CC(C4)C3C2=O)c1 (stereo not drawn)
  4.1%, 7.1%
COCC(=O)NCc1nc2ccccc2[nH]1
  -0.6%, -3.4%
CCOc1cc(/C=N/NC(=O)C(=O)N2CCCC2)ccc1O
  -0.8%, 4.6%
Cc1ccc(S(=O)(=O)Nc2ccccn2)cc1C
  2.8%, -3.7%
COC(=O)CSc1nnc(-c2ccc(S(=O)(=O)NCc3ccccc3Cl)cc2)o1
  ·, 2.4%
CC(=O)OCCN(CCOC(C)=O)c1c(C)[nH]c(=O)[nH]c1=O
  -4.2%, 12.0%
CCOC(=O)c1cnn(-c2nc(-c3ccccc3)nc3c2COC(C)(C)C3)c1N
  -14.2%, 3.9%
CCOC(=O)N1CCC(NC(=O)c2cc(C(=O)Nc3ccc(OCC)cc3)ccc2CO)CC1
  5.8%, 2.2%
O=C(Cc1c(O)c2ccccc2[nH]c1=O)NCc1cccc(F)c1
  -7.4%, -0.6%

Retrieved by structure from the entries so far, five records:
Each structure is followed by: MKP-3 inhibition, Hsp70 inhibitors
COc1ccc(Cl)cc1-c1nc(-c2ccncc2)no1
  -3.5%, -2.3%
COc1ccc(-c2nc(NC(=O)C3CCN(c4nc5ccccc5o4)CC3)sc2C)cc1
  -11.6%, 3.9%
N#CC1=C(O)CCCn2c1nc1ccccc1c2=O
  -5.6%, 5.5%
Cc1cccc(N(CC(=O)Nc2c(C)n(C)n(-c3ccccc3)c2=O)S(C)(=O)=O)c1
  2.8%, 6.6%
COC(=O)CSc1nnc(-c2ccc(S(=O)(=O)NCc3ccccc3Cl)cc2)o1
  ·, 2.4%

Continuation.
Each structure is followed by: MKP-3 inhibition, Hsp70 inhibitors
O=C(NCCc1ccc(Cl)cc1)C(=O)Nc1nccs1
  3.1%, ·
CCCN(CCC)C(=O)CC(c1ccccc1)c1ccc(C)cc1O (stereo not drawn)
  ·, 19.5%
CCN(CP(=O)(O)CN1CCOCC1)C(C)=O
  0.2%, -1.4%
COC(=O)c1c(-c2ccc(Br)cc2)csc1NC(=O)C1CCCCC1C(=O)O (stereo not drawn)
  4.2%, -0.4%
CS(=O)(=O)N(Cc1ccc(C(=O)NC2CCCCC2O)cc1)c1ccccc1 (stereo not drawn)
  -7.3%, -0.7%
CCOc1ccc(-n2nnnc2SCC(=O)N2CCOCC2)cc1
  ·, 2.7%
Cc1c(NC(=O)c2ccc(Cl)c(Cl)c2)c(=O)n(-c2ccccc2)n1C
  4.3%, -0.9%
O=C(Nc1cccc(C(F)(F)F)c1)c1ccccc1C(F)(F)F
  -0.5%, 5.1%
c1ccc(Cn2c(-c3cncs3)nc3ccccc32)cc1
  ·, -1.3%

Screens: PubChem BioAssay, Sanford-Burnham Center for Chemical Genomics

Only part of the results is shown. The share of hits here may be higher or lower than overall.
